CIT2-GFP yeast: yeast TOR pathway CIT2-GFP modulation. GFP response vs DMSO, % at 10 µM. S. cerevisiae CIT2-GFP strain, flow cytometry, 3 h; 100 means same as DMSO wells. 320,000 tested, 0.065% active. AID 2029;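 active = GFP response relative to DMSO above a set limit, near the screen mean plus 3 SD, cut at about 150% in these data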;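 also: ratio of well median GFP fluorescence to mean of DMSO wells on the plate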
MEX-5 binding: C. elegans MEX-5 TCR-2 RNA binding activity; AID 1832; Q9XUB2; 300,000 tested, 0.38% active; activity score (negative = inhibition of binding), % at 10 µM; MEX-5/FITC-TCR2 RNA binding, fluorescence polarization; hits give low values;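 active = inhibition past about -25% in most replicates, and total fluorescence under double the plate's negative control median, limit read from the data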;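 also: 0% = DMSO and -100% = 5 µM competing unlabeled TCR2 RNA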
Target sequence (Q9XUB2 whole entry, looked up): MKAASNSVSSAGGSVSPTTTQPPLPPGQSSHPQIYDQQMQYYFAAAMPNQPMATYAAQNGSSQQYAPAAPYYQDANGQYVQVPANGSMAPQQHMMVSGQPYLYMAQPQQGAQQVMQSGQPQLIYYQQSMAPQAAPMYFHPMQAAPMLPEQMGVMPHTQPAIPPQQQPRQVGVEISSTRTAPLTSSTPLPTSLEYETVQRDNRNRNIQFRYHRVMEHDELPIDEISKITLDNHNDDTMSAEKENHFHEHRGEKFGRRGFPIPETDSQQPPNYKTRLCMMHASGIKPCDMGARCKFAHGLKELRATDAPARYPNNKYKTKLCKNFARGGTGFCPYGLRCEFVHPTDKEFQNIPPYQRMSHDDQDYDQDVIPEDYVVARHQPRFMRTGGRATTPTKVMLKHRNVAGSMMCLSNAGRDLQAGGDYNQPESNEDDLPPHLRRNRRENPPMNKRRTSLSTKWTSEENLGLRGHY
VLA-4 inh: inhibition in a human VLA-4 binding assay | VLA-4 expressing cells, ligand binding flow cytometry | inhibition, % (about 7 µM as worked out from the volumes in the protocol) | 330,000 tested, 0.2% active; in the data active = inhibition above about 50%
MCL1 BIM primary: disrupts human MCL1 binding to BIM-BH3 peptide. GST-MCL1 / FITC-Bim-BH3 fluorescence polarization. AID 2057. inhibition, % at 10.9 µM. 320,000 tested, 0.68% active;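 active = inhibition above the mean inhibition of all tested compounds plus 3 SD, set per campaign, cut at about 40% in these data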;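 also: 0% = DMSO wells and 100% = unlabeled Bim-BH3 peptide control; higher means more loss of mP so more displacement of Bim peptide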
GLD-1 TGE inh: GLD-1-TGE RNA interaction inhibition (C. elegans). Q17339. purified GLD-1 + fluorescein TGE RNA, fluorescence polarization. inhibition, % at 5.96 µM. 320,000 tested, 0.44% active;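 active = percent inhibition above a per-plate cutoff, the plate mean of test compounds plus 3 SD, cut at about 30% in these data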;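 also: 0% = DMSO wells with GLD-1 and probe and 100% = wells lacking GLD-1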
Yeast superoxide: yeast age-related superoxide inhibition as caloric restriction mimetic | superoxide response (% of plate mean), % at 10 µM | AID 2690 | S. cerevisiae aged cells, superoxide DHE fluorescence; hits give low values | 330,000 tested, 0.18% active;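 active = superoxide response under a set limit, about three screen SD below normal, cut at about 65% in these data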;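 also: yeast aged for seven days with compound at 30 °C before DHE staining; 100% = average MFI of all compound-treated wells on the plate with controls excluded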
AGP1 TOR yeast: alters AGP1-GFP fluorescence in TOR pathway yeast screen | S. cerevisiae AGP1-GFP multiplex flow cytometry, 3 h; GFP as percent of DMSO wells | 320,000 tested, 0.02% active | GFP response vs DMSO, % at 10 µM | AID 2066;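 active = GFP response relative to DMSO above a set limit, near screen average plus 3 SD, cut at about 150% in these data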;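 also: median GFP channel fluorescence of the gated AGP1 strain per well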
Bcl-xL primary: blocks human Bcl-xL binding to Bim BH3 peptide; Q07817; GST-Bcl-xL / FITC-Bim BH3 peptide fluorescence polarization; inhibition, % at 10.9 µM; 320,000 tested, 0.7% active;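 active = inhibition above the mean of all tested compounds plus 3 SD, cutoff set per campaign, cut at about 30% in these data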;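 also: 0% = DMSO wells and 100% = unlabeled Bim-BH3 peptide competitor; inhibitors lower millipolarization by displacing the labeled peptide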
Target sequence (Q07817 whole entry, looked up): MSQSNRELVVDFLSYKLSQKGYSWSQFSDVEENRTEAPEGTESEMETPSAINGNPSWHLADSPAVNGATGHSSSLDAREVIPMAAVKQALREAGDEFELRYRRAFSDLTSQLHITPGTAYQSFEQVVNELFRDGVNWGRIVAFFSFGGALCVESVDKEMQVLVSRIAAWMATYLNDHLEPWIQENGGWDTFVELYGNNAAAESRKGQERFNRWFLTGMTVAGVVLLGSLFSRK
GRK2 aptamer HTS: blocks RNA aptamer binding to human GRK2; P25098; bead flow cytometry, FAM-aptamer displacement from GRK2; inhibition of aptamer binding, % at 10 µM; 330,000 tested, 0.59% active; AID 488847;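 active = inhibition of aptamer binding above 40%, roughly 3 SD of noise, on plates passing a quality check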;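 also: median bead fluorescence of bound FAM aptamer so fluorescent compounds give negative values; no value below 0 was filed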
* hit, by the source's call; / = not tested or not shown. Compounds as they come. Share with any hit: about 2.1%.

[1] Cc1cc(=O)oc2c(C)c(OC(C)C(=O)NC(Cc3c[nH]c4ccc(O)cc34)C(=O)O)ccc12 (centres undefined)
[2] COc1cccc(CNC(=O)CCS(=O)(=O)Cc2ccc(C)cc2)c1
[3] CCC1(CC)NC(=O)N(CC(=O)N2CCN(c3ccccc3F)CC2)C1=O
[4] CC1CN(CCOCCOc2ccccc2-c2ccccc2)CC(C)O1 (centres undefined)
[5] COc1ccccc1-n1cnc2cc(C(=O)N3CCOCC3)ccc21
[6] COC(C[C@H]1O[C@H]1C(=O)[C@H](C)OCc1ccccc1)OC
[7] CCOC(=O)C1(Cc2cccc(Cl)c2)CCCN(C(=O)c2cc(C)[nH]n2)C1 (centres undefined)
[8] Cc1nc2ccccc2c(=O)n1/N=C/c1ccc(F)cc1
entry no.	1	2	3	4	5	6	7	8
CIT2-GFP yeast	104	102	89	107	106	/	104	94
MEX-5 binding	-2.6	-4.5	/	3.2	0.4	-0.6	4.6	-0.4
VLA-4 inh	0	7	-6	8	-4	/	-8	-1
MCL1 BIM primary	1	9	-15	5	3	6	9	4
GLD-1 TGE inh	7	-2	-3	3	3	-2	4	1
Yeast superoxide	103	87	103	92	106	/	100	91
AGP1 TOR yeast	104	97	89	107	104	/	93	92
Bcl-xL primary	6	2	-17	0	2	6	4	4
GRK2 aptamer HTS	3	0	0	3	1	/	0	0

[9] Cn1c(SCC(=O)c2ccc3c(c2)OCCO3)nnc1C1CC1
[10] CSc1ncccc1C(=O)OCC(=O)N1CCN(S(=O)(=O)c2ccc(C)cc2C)CC1
[11] CC(=O)Nc1ccc(/C=N/NC(=O)CNS(=O)(=O)c2ccccc2)cc1
[12] CCN(CC(=O)Nc1c(F)cccc1F)C(=O)c1ccc(NC(=O)CC2SC(N3CCCC3)=NC2=O)cc1 (centres undefined)
[13] Cc1ccc(CN(C)C(=O)c2cccc(S(=O)(=O)N3CCc4ccccc4C3)c2)o1
[14] Cc1cc(C(=O)COC(=O)/C=C/c2ccc(F)cc2)c(C)n1C
[15] CCN1C(=O)/C(=C/C=C2\N(CC)c3cc(S(=O)(=O)N(C)C)ccc3N2c2ccccc2)SC1=S
[16] CCc1ccc(NC(=O)Cn2ccn(-c3cccc(Cl)c3)c(=O)c2=O)cc1
entry no.	9	10	11	12	13	14	15	16
CIT2-GFP yeast	/	100	97	98	96	93	105	102
MEX-5 binding	0.9	1.4	-4.0	0.5	/	/	1.6	-0.9
VLA-4 inh	5	7	5	0	5	7	-193	32
MCL1 BIM primary	5	3	8	1	3	-4	-124	2
GLD-1 TGE inh	-1	4	-6	2	0	-1	-77	1
Yeast superoxide	102	97	106	105	110	96	103	86
AGP1 TOR yeast	105	106	96	91	99	100	107	104
Bcl-xL primary	1	7	4	6	2	2	-59	1
GRK2 aptamer HTS	7	3	0	4	4	0	0	0

[17] O=C(CCC(=O)c1cccs1)c1cccs1
[18] Cc1ccc(C(c2sc3nc(C)nn3c2O)N2CCN(CCO)CC2)cc1 (centres undefined)
[19] CC(=O)c1ccc(Cl)c(Cl)c1Cl
[20] CC(C)c1nc(SCC(=O)N2CCCCCC2)c2c(=O)n(C)c(=O)n(C)c2n1
[21] O=C(CSc1nnc(-c2ccc(C(F)(F)F)cn2)o1)Nc1cccc(Cl)c1
[22] CCOc1ccc(OCC)c(NC(=O)CN2CCN(C(=O)c3ccco3)CC2)c1
[23] Cc1ccnc(NC(=O)C2CCN(S(=O)(=O)c3cccc4nonc34)CC2)c1
[24] Cc1cc(-c2nc3ncccc3o2)ccc1NC(=S)NC(=O)c1ccco1
entry no.	17	18	19	20	21	22	23	24
CIT2-GFP yeast	103	102	94	96	94	85	101	92
MEX-5 binding	-0.2	4.4	/	-3.5	1.9	-1.8	1.4	-6.7
VLA-4 inh	-20	20	7	-19	6	12	16	-4
MCL1 BIM primary	0	5	6	-10	1	2	2	13
GLD-1 TGE inh	-3	-4	5	2	4	3	2	9
Yeast superoxide	117	91	81	104	89	91	106	97
AGP1 TOR yeast	101	99	91	95	104	96	102	90
Bcl-xL primary	1	7	5	-7	-2	11	7	5
GRK2 aptamer HTS	0	1	1	2	0	0	2	0

[25] CC1(c2nnc(-c3ccc(F)cc3)o2)CC(c2cccc(Cl)c2)=NO1 (centres undefined)
[26] CCC(C)(C)NC(=O)CN(C(=O)CCC(=O)Nc1nccs1)c1ccc2c(c1)OCO2
[27] NC(=O)CC[C@H](NC(=O)c1ccc(Cl)cc1)C(=O)NNC(=O)COc1cccc(Br)c1
[28] CC1CCCN(C(=O)c2ccc([N+](=O)[O-])o2)C1 (centres undefined)
[29] C/C(=N\NC(=O)CN1CCCCC1)c1ccccc1O
[30] CCOC(=O)c1cc(-c2ccc(N3CCOCC3)cc2)nn1-c1ccccc1C(=O)O
[31] CCc1ccc(NC(=O)NNC(=O)c2ccc3ccccc3c2O)cc1
[32] Cc1ccc(/C=N/N2CCN(Cc3ccc(C)cc3)CC2)cc1
entry no.	25	26	27	28	29	30	31	32
CIT2-GFP yeast	77	109	94	96	108	104	90	93
MEX-5 binding	4.4	3.3	/	1.2	-4.6	1.4	3.0	-3.4
VLA-4 inh	-5	1	2	2	-5	-4	11	1
MCL1 BIM primary	6	3	/	6	-17	9	/	-1
GLD-1 TGE inh	2	1	2	-3	0	3	/	1
Yeast superoxide	95	120	91	103	106	99	99	95
AGP1 TOR yeast	86	101	94	97	98	109	96	99
Bcl-xL primary	7	5	/	-1	-7	4	/	1
GRK2 aptamer HTS	3	1	1	0	0	26	2	3

[33] O=C(c1ccccc1)c1ccc(OCC(O)CN2CCCC2)cc1 (centres undefined)
[34] O=C(COc1ccc2ccccc2c1)NCC1CCCO1 (centres undefined)
[35] COc1cc(/C=N/n2cnc3scc(-c4cccs4)c3c2=O)cc(OC)c1OC
[36] COc1ccc(OC)c2[nH]c(=O)c(CCNC(=O)C(C)(C)C)cc12
[37] CCOC(=O)c1c(C)[nH]c(N=Nc2ccc(C)cc2)c1C
[38] C[N+](C)(CC#Cc1ccccc1)CC(=O)c1ccc(Cl)cc1
[39] CCOC(=O)c1c(C)c(C(=O)Nc2cc(F)ccc2F)c(C)n1C
[40] Cc1ccc(S(=O)(=O)N/N=C/c2ccc(OCC(=O)N3CCOCC3)cc2)cc1
entry no.	33	34	35	36	37	38	39	40
CIT2-GFP yeast	103	104	/	92	/	104	102	97
MEX-5 binding	-1.8	1.2	-8.0	3.0	1.2	2.8	1.2	-0.7
VLA-4 inh	-4	8	16	-2	-11	7	29	1
MCL1 BIM primary	0	2	8	5	-7	-5	-5	1
GLD-1 TGE inh	5	1	3	-1	4	6	6	-9
Yeast superoxide	118	100	92	98	118	97	118	100
AGP1 TOR yeast	103	100	/	97	88	104	94	99
Bcl-xL primary	5	0	6	2	-5	3	-5	4
GRK2 aptamer HTS	4	1	2	3	13	0	0	3

[41] O=C(c1cccc(S(=O)(=O)NCc2ccccc2)c1)N1CCCC(C(F)(F)F)C1 (centres undefined)
[42] Cc1c(C)n2c(SCC(=O)N3CC(C)OC(C)C3)nnc2[nH]c1=O (centres undefined)
[43] COc1ccc(S(=O)(=O)NCC(=O)NCc2cc(=O)n(C)c(=O)n2C)cc1
[44] CC1=C(C(=O)N2CCOCC2)C(c2ccc(C)cc2)NC(=S)N1 (centres undefined)
[45] COc1cc(OC)c(OC)cc1/C=C1\SC(N2CCCCC2)=NC1=O
[46] Cc1cc(-c2n[nH]c(=S)n2/N=C/C=C/c2ccccc2)n[nH]1
[47] O=CN1c2ccccc2CSc2ccccc21
[48] COc1cccc(CNC(=O)C2CCCN(C(=O)c3ccc(Cl)cc3)C2)c1 (centres undefined)
entry no.	41	42	43	44	45	46	47	48
CIT2-GFP yeast	103	89	103	102	101	99	78	98
MEX-5 binding	-1.2	-1.3	1.3	-1.5	-3.8	2.1	-7.5	/
VLA-4 inh	4	22	19	-2	11	-1	4	12
MCL1 BIM primary	-1	0	0	3	16	-10	-1	3
GLD-1 TGE inh	0	5	-2	1	-43	9	1	0
Yeast superoxide	89	105	91	80	112	89	96	109
AGP1 TOR yeast	106	108	101	97	97	102	87	105
Bcl-xL primary	3	3	0	2	2	-15	2	2
GRK2 aptamer HTS	3	2	0	0	2	0	74*	3

[49] COc1ccccc1N1CCN(C(=O)c2ccc(CN3CCOCC3)cc2)CC1
[50] Cc1ccccc1-c1cc(C(=O)NCc2ccco2)n(CC2CC(c3cccnc3)=NO2)n1 (centres undefined)
[51] Cc1c(NC(=O)c2ncn[nH]2)cccc1-c1nc2ccccc2s1
[52] COC(=O)C1CCN(C(=O)c2ccc3nc(-c4cccc(OC)c4)oc3c2)CC1
[53] CNc1cc(N2CCCCCC2)ccc1[N+](=O)[O-]
[54] COc1cccc(C(=O)NNC(=O)C(=O)Nc2cccc3ccccc23)c1
[55] COc1ccccc1N1CCN(c2cc(N3CCCC3)nc(C)n2)CC1
entry no.	49	50	51	52	53	54	55
CIT2-GFP yeast	89	92	95	92	97	99	99
MEX-5 binding	0.7	/	2.8	-2.9	-5.6	-0.6	-1.3
VLA-4 inh	-8	-4	-239	-5	-2	-8	10
MCL1 BIM primary	3	3	-20	-6	1	5	-6
GLD-1 TGE inh	9	4	7	8	-2	4	9
Yeast superoxide	95	116	106	104	96	100	93
AGP1 TOR yeast	91	72	94	100	90	99	104
Bcl-xL primary	0	2	-12	-1	-1	-2	-3
GRK2 aptamer HTS	3	0	3	1	0	0	0

Screens as filed in PubChem BioAssay.
